LEDGF integ inh – blockers of LEDGF/p75-dependent integrase strand transfer – biochemical, TR-FRET, high throughput, primary screen. HIV-1 integrase (with human LEDGF/p75). TR-FRET IN-LEDGF/p75 DNA integration, Eu/Cy5. inhibition, % at 3.7 µM. 0.64% of 370,000 active;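 active = inhibition above the screen-wide mean plus 3 SD, cut at about 13% in these data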;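 note: signal is the Cy5 over europium emission ratio at 671 and 618 nm; 0% = plate median of compound wells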
proKLK7 act – proKLK7 zymogen activators, primary screen, biochemical, fluorescence intensity | purified proKLK7, EDANS-DABCYL substrate fluorescence; 100% is mature enzyme control, 0% vehicle | activation, % at 7 µM | 0.9% of 370,000 active | AID 652039, 2013;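 active = activation above the mean of all tested compounds plus 3 SD, computed per campaign excluding outliers beyond control limits, cut at about 13% in these data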
Target sequence (P49862 whole entry, looked up): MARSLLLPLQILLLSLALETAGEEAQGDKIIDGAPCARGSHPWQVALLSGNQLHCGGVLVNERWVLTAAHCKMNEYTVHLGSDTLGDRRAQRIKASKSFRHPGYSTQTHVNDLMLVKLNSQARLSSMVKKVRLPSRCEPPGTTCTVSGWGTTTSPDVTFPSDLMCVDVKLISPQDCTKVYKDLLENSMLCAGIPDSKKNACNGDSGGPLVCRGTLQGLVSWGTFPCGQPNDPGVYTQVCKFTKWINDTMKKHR
PLC-gamma1 inh – PLC-gamma1 enzyme inhibitors, primary screen, biochemical, fluorescence, purified enzyme. inhibition, % at 12.2 µM. 0.84% of 370,000 active. fluorogenic substrate; in the data active = inhibition above about 9.5%
ADAM17 inh – ADAM17 inhibitors, primary screen, biochemical, QFRET; Disintegrin and metalloproteinase domain-containing protein 17 (Homo sapiens), P78536; recombinant ADAM17, EDANS/DABCYL FRET peptide cleavage; inhibition, % at 6.95 µM; 0.83% of 370,000 active; AID 720648, 2013;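 active = inhibition above the mean of compounds lying between control limits plus 3 SD, set per campaign, cut at about 8.5% in these data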;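 note: 0% = DMSO-only wells as the low control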
TDP2 absorb – human TDP2 enzyme inhibitors, primary screen, biochemical, epi absorbance, recombinant enzyme. T5PNP hydrolysis, p-nitrophenol absorbance 415 nm. inhibition, % at 12.8 µM. 0.34% of 370,000 active;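 active = inhibition above the mean of all tested compounds plus 3 SD, set per campaign, cut at about 25% in these data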;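 note: 0% = DMSO with enzyme and 100% = buffer with substrate but no TDP2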
Target sequence (O95551 whole entry, looked up): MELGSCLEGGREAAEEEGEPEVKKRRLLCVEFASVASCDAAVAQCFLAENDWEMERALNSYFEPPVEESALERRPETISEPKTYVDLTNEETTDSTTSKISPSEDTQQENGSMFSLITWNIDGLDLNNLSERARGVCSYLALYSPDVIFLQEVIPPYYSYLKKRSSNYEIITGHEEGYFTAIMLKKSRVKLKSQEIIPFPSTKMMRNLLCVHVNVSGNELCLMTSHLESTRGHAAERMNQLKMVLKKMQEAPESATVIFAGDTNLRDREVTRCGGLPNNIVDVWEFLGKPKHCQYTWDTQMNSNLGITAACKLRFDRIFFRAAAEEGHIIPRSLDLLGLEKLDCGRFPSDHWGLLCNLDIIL
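System: recombinant human TDP2 / Amount: 120 nM TDP2 per well / Also added: 5 mM T5PNP chromogenic substrate / Doses: 12.8 µM single point, 1% DMSO / Incubation: 2 h at 37 °C / Detection: p-Nitrophenol epi absorbance / Evaluation: % inhibition relative to enzyme-containing and enzyme-free wells / Repeats: singlicate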
Tn7 DDE FP – inhibitors of Tn7 peptide binding to fibrin DD(E), primary screen, biochemical, fluorescence polarization, human fibrin, Tn7 probe; inhibition, % at 8.3 µM; Fibrinogen beta chain (Homo sapiens), P02675; FP displacement of FITC-Tn7 peptide from fibrin DD(E); 0% = median of compound wells per plate; 0.13% of 370,000 active;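 active = inhibition above the mean of compounds falling within the control limits plus 3 SD of them, cut at about 14% in these data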;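 note: 0% = plate median of compound wells and 100% = 10 µM Aha-Tn7 peptide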
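Assay system: human fibrin DD(E) protein / Input: 2 µM fibrin DD(E) / Benchmarks: high control of 10 µM Aha-Tn7 peptide / Measured by: fluorescence polarization of the labelled Tn7 tracer / Medium: Tris buffer with calcium and detergent, pH 7.8 / Timing: 10 min compound pre-incubation, 3 h probe incubation at room temperature / Repeats: one replicate per compound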
ASAP1 GAP inh – inhibitors of human ASAP1 ArfGAP activity, primary screen, biochemical, fluorescence polarization; Arf-GAP with SH3 domain, ANK repeat and PH domain-containing protein 1 (Homo sapiens), …; ASAP1-stimulated ARF1 GTP hydrolysis, GDP FP detection; inhibition, % at 16.5 µM; 0.19% of 360,000 active; AID 624377, 2012; in the data active = inhibition above about 25%;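 note: 0% = vehicle with enzyme and substrate and 100% = no enzyme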
Target sequence (Q9ULH1 325-724 limits assumed): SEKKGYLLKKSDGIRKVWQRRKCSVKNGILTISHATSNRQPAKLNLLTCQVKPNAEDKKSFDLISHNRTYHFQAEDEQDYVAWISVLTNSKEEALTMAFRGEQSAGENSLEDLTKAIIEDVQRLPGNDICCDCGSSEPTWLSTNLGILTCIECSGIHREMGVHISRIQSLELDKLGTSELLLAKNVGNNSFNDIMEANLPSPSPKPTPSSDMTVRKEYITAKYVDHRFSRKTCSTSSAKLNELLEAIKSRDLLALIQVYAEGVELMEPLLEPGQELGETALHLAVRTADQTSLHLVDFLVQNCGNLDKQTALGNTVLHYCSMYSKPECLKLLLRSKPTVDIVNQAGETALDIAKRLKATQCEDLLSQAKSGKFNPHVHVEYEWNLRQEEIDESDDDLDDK
ADAM10 inh – human ADAM10 inhibitors, primary screen, biochemical, QFRET, HTS; Disintegrin and metalloproteinase domain-containing protein 10 (Homo sapiens), O14672; inhibition, % at 7 µM; 0.62% of 370,000 active; recombinant ADAM10, EDANS/DABCYL FRET peptide cleavage, 3 h;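 active = inhibition above a per-campaign cutoff equal to the mean of compounds falling between control-based bounds plus 3 SD, cut at about 20% in these data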;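 note: 0% = DMSO wells while the 100% control is not disclosed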
ARFGAP1 inh – inhibitors of rat ARFGAP1 GAP activity, primary screen, biochemical, fluorescence polarization, GDP tracer. ADP-ribosylation factor GTPase-activating protein 1 (Rattus norvegicus), Q62848. Arfgap1-stimulated ARF1 GTP hydrolysis, GDP FP detection. inhibition, % at 16.5 µM. 0.26% of 360,000 active. AID 651572, 2012;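 active = inhibition above a per-plate limit, mean inhibition of low control wells plus 3 SD, cut at about 25% in these data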;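 note: 0% = DMSO wells with enzyme and 100% = wells lacking Arfgap1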
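Repeats: one replicate per compound; assay system: rat Arfgap1 catalytic domain, aa 1-136; times: enzyme reaction 120 min at 25 °C after 20 min preincubation; detection: FP of antibody-bound GDP Alexa 633 tracer, ex 620/em 688 nm; benchmarks: high control wells lacking Arfgap1, low control full reaction with DMSO; reagent: human ARF1(Δ1-17)-GTP substrate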
Tn6 DDE FP – inhibitors of Tn6 peptide binding to fibrin DD(E), primary screen, biochemical, fluorescence polarization, human fibrin, Tn6 probe; 0.21% of 370,000 active; Fibrin DD(E) TRITC-Tn6 fluorescence polarization displacement; inhibition, % at 8.3 µM;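 active = inhibition above a per-campaign cutoff: mean of compounds within control limits plus 3 SD, cut at about 15% in these data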;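 note: 0% = median of all compound wells on the plate and 100% = blocking peptide control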
Active calls of the source: *; nt = no result given.

#1 COc1ccccc1N/C=C1/Sc2cc(Cl)ccc2NC1=O
#2 CSCc1ccc(C(=O)Nc2cccc(C)c2C)cc1
#3 CC(NC(=S)NC1CCC(C(C)(C)C)CC1)c1ccccc1 (centres undefined)
#4 CCOc1ccc(Cc2c(O)nc(SC)[nH]c2=O)cc1
#5 OCC[C@@H]1C[C@@H](O)[C@H](O)[C@]2(CCCc3ccccc3O2)O1
#6 C/C(=N\NC(=O)Cc1cc(=O)[nH][nH]1)c1ccc([N+](=O)[O-])cc1
#7 CN1CCN(S(=O)(=O)c2ccc(NC(=O)C(C)(C)C)cc2)CC1
#8 COc1ccc(C(=O)NCCc2nnc3ccc(SCC(=O)N4CCCCC4)nn23)cc1
screen / no. | 1 | 2 | 3 | 4 | 5 | 6 | 7 | 8
LEDGF integ inh | 4 | -2 | 1 | 7 | 3 | -1 | 0 | 3
proKLK7 act | 0.5 | -0.3 | 0.4 | -0.6 | -0.7 | 0.2 | -0.3 | -0.3
PLC-gamma1 inh | 2 | -1 | 1 | 6 | 1 | 0 | 0 | 2
ADAM17 inh | 4 | -3 | 1 | 0 | 1 | -3 | -1 | 2
TDP2 absorb | -13 | 9 | 2 | 5 | -2 | 5 | 6 | 2
Tn7 DDE FP | -12 | 6 | 2 | -2 | -4 | 4 | -3 | -5
ASAP1 GAP inh | 3 | -12 | -2 | -6 | 1 | nt | 9 | 0
ADAM10 inh | 11 | -4 | 7 | 5 | 2 | -6 | 3 | -10
ARFGAP1 inh | -1 | -4 | -1 | -14 | -10 | nt | -3 | 4
Tn6 DDE FP | -8 | 0 | -10 | 2 | 0 | -4 | 4 | -5

#9 N#Cc1cccc(NCC(=O)Nc2ccc3c(c2)OCCO3)c1
#10 Cc1ccc(CCCNC(=O)C2CCC(=O)N(Cc3cccc(F)c3)C2)cc1 (centres undefined)
#11 Cc1cc(C(=O)N2CCC2(C)C(=O)NCCC#N)nn1C (centres undefined)
#12 COC(=O)C1=C(N)Oc2cc(C)n(Cc3cccnc3)c(=O)c2C1c1cc(OC)ccc1OC (centres undefined)
#13 O=C1c2ccccc2CN1C(CO)Cc1ccccc1 (centres undefined)
#14 COc1ccc(OC)c(COC(=O)c2cc([N+](=O)[O-])ccc2N2CCOCC2)c1
#15 Cc1ccc2cc(CN(CC3CCCO3)S(=O)(=O)c3cccc4nsnc34)c(=O)[nH]c2c1 (centres undefined)
#16 C=CCOc1ccc(C[C@H](N)C(=O)NC[C@H]2O[C@@H](n3cc(C)c(=O)[nH]c3=O)C[C@@H]2O)cc1
screen / no. | 9 | 10 | 11 | 12 | 13 | 14 | 15 | 16
LEDGF integ inh | 4 | 3 | -3 | -3 | 1 | 1 | -1 | -18
proKLK7 act | 0.4 | 0.1 | 0.0 | 0.1 | 0.2 | 0.0 | 0.1 | -0.8
PLC-gamma1 inh | 7 | 0 | 0 | -3 | 2 | 6 | 0 | 0
ADAM17 inh | -2 | 0 | -3 | -4 | -1 | 1 | -5 | 1
TDP2 absorb | 0 | 6 | 12 | 0 | 3 | -3 | 11 | 2
Tn7 DDE FP | -5 | 2 | -8 | 4 | 2 | 9 | 7 | 3
ASAP1 GAP inh | -12 | 3 | -1 | -14 | 0 | -11 | 1 | -12
ADAM10 inh | 4 | -5 | -4 | 0 | 0 | 0 | 3 | -3
ARFGAP1 inh | 1 | 2 | -2 | -1 | 2 | -14 | -2 | 4
Tn6 DDE FP | -9 | 1 | 10 | 8 | -2 | 7 | 2 | -6

#17 CCOc1ccc(N=Cc2c(O)c3ccccc3oc2=O)cc1
#18 CCCCC1(CC)COC(c2ccccc2)OC1 (centres undefined)
#19 Cc1ccc(-c2nnn(CC(=O)N(CC3CCCO3)C(C(=O)NCC3CCCO3)c3ccc(F)cc3)n2)o1 (centres undefined)
#20 C/C(N)=C(/C#N)C(=O)COC(=O)CC1CCCC1
#21 COc1ccc(C2CCCN2C(=O)Nc2ccc(Cl)cc2)cc1OC (centres undefined)
#22 OC1CCN(CC(O)C(F)(F)F)CC1 (centres undefined)
#23 Cc1cc(NC(=O)CSc2nc(C(C)C)nc3sc4c(c23)CCCC4)no1
#24 Cc1nc(-c2cccc(NC(=O)c3ccco3)c2)cs1
screen / no. | 17 | 18 | 19 | 20 | 21 | 22 | 23 | 24
LEDGF integ inh | -4 | 1 | -2 | 2 | -1 | 5 | -3 | -2
proKLK7 act | -1.5 | -0.7 | 0.1 | 0.2 | 0.6 | 0.9 | 0.3 | -0.2
PLC-gamma1 inh | -4 | 3 | 2 | 2 | 2 | 3 | 2 | 0
ADAM17 inh | -4 | 0 | 0 | -1 | 3 | -1 | -3 | -2
TDP2 absorb | -7 | 3 | 5 | 6 | 1 | -1 | 4 | 12
Tn7 DDE FP | 3 | -2 | -4 | -6 | -4 | -7 | 4 | -3
ASAP1 GAP inh | 2 | 4 | 8 | -11 | -4 | 7 | -15 | -2
ADAM10 inh | -2 | 3 | -1 | -8 | -2 | -3 | 5 | -8
ARFGAP1 inh | 2 | -5 | -3 | -3 | 10 | -4 | 10 | 7
Tn6 DDE FP | -1 | 2 | -6 | 1 | -2 | -9 | 4 | -4

Sorted by heavy-atom count (ascending): six of the compounds above.
#2 CSCc1ccc(C(=O)Nc2cccc(C)c2C)cc1
#5 OCC[C@@H]1C[C@@H](O)[C@H](O)[C@]2(CCCc3ccccc3O2)O1
#6 C/C(=N\NC(=O)Cc1cc(=O)[nH][nH]1)c1ccc([N+](=O)[O-])cc1
#17 CCOc1ccc(N=Cc2c(O)c3ccccc3oc2=O)cc1
#21 COc1ccc(C2CCCN2C(=O)Nc2ccc(Cl)cc2)cc1OC (centres undefined)
#8 COc1ccc(C(=O)NCCc2nnc3ccc(SCC(=O)N4CCCCC4)nn23)cc1
screen / no. | 2 | 5 | 6 | 17 | 21 | 8
LEDGF integ inh | -2 | 3 | -1 | -4 | -1 | 3
proKLK7 act | -0.3 | -0.7 | 0.2 | -1.5 | 0.6 | -0.3
PLC-gamma1 inh | -1 | 1 | 0 | -4 | 2 | 2
ADAM17 inh | -3 | 1 | -3 | -4 | 3 | 2
TDP2 absorb | 9 | -2 | 5 | -7 | 1 | 2
Tn7 DDE FP | 6 | -4 | 4 | 3 | -4 | -5
ASAP1 GAP inh | -12 | 1 | nt | 2 | -4 | 0
ADAM10 inh | -4 | 2 | -6 | -2 | -2 | -10
ARFGAP1 inh | -4 | -10 | nt | 2 | 10 | 4
Tn6 DDE FP | 0 | 0 | -4 | -1 | -2 | -5

More entries.
#25 COc1cc(/C=C(/C#N)C(=O)NC(C)c2ccccc2)cc(OC)c1O (centres undefined)
#26 O=C(NNC(=O)c1ccccc1OCc1ccc(F)cc1)c1ccccc1O
#27 C[C@H](CO)N1C[C@H](C)[C@@H](CN(C)Cc2ccccc2)Oc2c(NC(=O)c3ccncc3)cccc2C1=O
#28 C=CC1(C)CN(Cc2ccco2)S(=O)(=O)c2c(F)cccc2O1 (centres undefined)
#29 Cc1ccc2[nH]c(C)c(CC(=O)O)c2c1
#30 CCOC(=O)Cn1c(CN2CC(C)OC(C)C2)nc2c1c(=O)n(C)c(=O)n2C (centres undefined)
#31 COc1ccccc1N(CC(=O)NC(C)(C)C)S(=O)(=O)c1cccs1
#32 COc1cc(OC)c2c(c1)C(=O)OC2
screen / no. | 25 | 26 | 27 | 28 | 29 | 30 | 31 | 32
LEDGF integ inh | 2 | -5 | 3 | 1 | 2 | -4 | -3 | -1
proKLK7 act | -0.2 | 0.0 | 1.4 | 0.2 | -9.5 | 0.0 | -0.1 | -0.2
PLC-gamma1 inh | -22 | -8 | 3 | 2 | -102 | 0 | 5 | 9
ADAM17 inh | 2 | -3 | 1 | -6 | -5 | -3 | -2 | 0
TDP2 absorb | -19 | 1 | -6 | 2 | 8 | 13 | 5 | 3
Tn7 DDE FP | -7 | 2 | 0 | 1 | 1 | 1 | 4 | -2
ASAP1 GAP inh | 15 | 9 | -6 | -2 | -1 | 2 | -1 | 3
ADAM10 inh | 8 | -7 | -4 | -8 | -12 | -16 | -5 | -4
ARFGAP1 inh | -2 | -8 | 9 | 2 | -7 | -17 | -11 | 9
Tn6 DDE FP | -1 | -4 | -3 | -1 | -2 | -8 | 6 | 1

#33 Cc1ccc(C(=O)/C=C/Nc2ccc([N+](=O)[O-])cc2Br)cc1
#34 CCc1cccc(N(CC(=O)NC2CCCCC2)C(=O)c2csnn2)c1
#35 Cc1ccc(-c2nnc3ccc(SCC(=O)Nc4cc(C)on4)nn23)cc1
#36 NC(=O)CC(NC(=O)Cc1cccc2ccccc12)c1ccc(NC2CCCCCCC2)c([N+](=O)[O-])c1 (centres undefined)
#37 Cc1ccccc1NC(C)C(=O)N/N=C/c1ccccc1OCc1cccc(Br)c1 (centres undefined)
#38 Cc1ccc(-c2nc(-c3cccnc3)no2)c(C)c1
#39 NS(=O)(=O)c1ccc(CCNC(=O)CC(c2ccccc2)c2ccccc2)cc1
#40 COc1ccc(NC(=O)C2CCCN(S(=O)(=O)c3ccccc3)C2)c(OC)c1 (centres undefined)
screen / no. | 33 | 34 | 35 | 36 | 37 | 38 | 39 | 40
LEDGF integ inh | 4 | 2 | 2 | -1 | -2 | 1 | 5 | -2
proKLK7 act | -0.5 | -0.4 | 0.1 | 0.6 | -1.1 | -0.1 | 0.1 | 0.4
PLC-gamma1 inh | -2 | 1 | -138 | 2 | -2 | 0 | -1 | 12*
ADAM17 inh | 0 | -1 | -19 | -4 | 9.7* | -5 | -2 | 0
TDP2 absorb | -9 | 6 | -4 | 7 | 10 | 1 | -3 | -16
Tn7 DDE FP | 0 | -2 | -5 | 4 | 4 | -1 | 0 | -1
ASAP1 GAP inh | 1 | 1 | 11 | -5 | 7 | -5 | -2 | 9
ADAM10 inh | 2 | 1 | -54 | -10 | 24* | 4 | 2 | 6
ARFGAP1 inh | 3 | 13 | 3 | 1 | 4 | -2 | 13 | 13
Tn6 DDE FP | 7 | -1 | -7 | -2 | 1 | -2 | 3 | -3
